ROC1-CUL1 inh = inhibitors of human ROC1-CUL1 ubiquitin ligase activity | 140,000 tested, 0.6% active | E3 ubiquitin-protein ligase RBX1 (Homo sapiens) + Cullin-1 (Homo sapiens), P62877+Q13616 | AID 1347404, 2020 | in vitro K48 di-Ub FRET, acceptor:donor ratio, 45 min | inhibition, % at 10 µM; in the data active = inhibition above about 25%
Target sequence (P62877 whole entry, looked up): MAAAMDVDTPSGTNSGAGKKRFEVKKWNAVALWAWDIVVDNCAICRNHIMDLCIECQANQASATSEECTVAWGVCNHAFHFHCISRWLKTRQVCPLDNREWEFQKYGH
Target sequence (Q13616 whole entry, looked up): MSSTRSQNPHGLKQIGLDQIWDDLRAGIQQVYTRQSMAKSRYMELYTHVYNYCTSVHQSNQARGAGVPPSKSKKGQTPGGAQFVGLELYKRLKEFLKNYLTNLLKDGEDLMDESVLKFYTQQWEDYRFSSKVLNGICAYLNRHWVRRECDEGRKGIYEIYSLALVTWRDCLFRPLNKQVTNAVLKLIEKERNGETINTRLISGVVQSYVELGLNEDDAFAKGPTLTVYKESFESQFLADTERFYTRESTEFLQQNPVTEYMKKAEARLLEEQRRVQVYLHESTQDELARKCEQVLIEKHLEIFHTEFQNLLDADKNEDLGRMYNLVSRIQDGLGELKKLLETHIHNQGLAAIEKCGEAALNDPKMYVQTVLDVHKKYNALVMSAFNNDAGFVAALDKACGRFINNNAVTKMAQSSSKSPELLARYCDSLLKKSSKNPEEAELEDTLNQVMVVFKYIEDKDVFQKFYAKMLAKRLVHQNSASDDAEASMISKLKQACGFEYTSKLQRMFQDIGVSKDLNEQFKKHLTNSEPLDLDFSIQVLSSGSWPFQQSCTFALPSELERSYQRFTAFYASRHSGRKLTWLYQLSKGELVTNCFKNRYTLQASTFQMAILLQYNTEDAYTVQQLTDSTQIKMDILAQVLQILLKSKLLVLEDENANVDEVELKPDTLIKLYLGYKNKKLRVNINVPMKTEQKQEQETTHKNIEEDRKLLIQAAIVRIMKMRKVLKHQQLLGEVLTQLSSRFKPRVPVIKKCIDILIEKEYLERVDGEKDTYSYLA
* = called active by the depositor; & = joins results of further samples. A portion of the library, so the mix of outcomes need not match the whole.

Structure,ROC1-CUL1 inh
Cc1ccc(NC(=O)CSc2nnc(-c3cccnc3)n2CCN2CCOCC2)cc1,18.3
O=C(O)c1cccnc1SCc1c(F)c(F)c(F)c(F)c1F,12.6
O=C1NC(=S)N(c2cccc(C(F)(F)F)c2)C(=O)C1C=NCCCN1CCOCC1 (configuration not stated),-2.1
Cc1ccc(NC(=O)N2N=C3c4ccccc4CCC3C2c2ccccc2Cl)cc1 (configuration not stated),-4.1
CCOc1ccccc1NC(=O)Cn1c(=O)n(-c2ccc(C)cc2)c(=O)c2c1cnn2C,2.8
FC(F)(F)c1cc(Cl)c2nc(-c3ccccc3)cn2c1,2.3
OCC12CC3CCC(CC(C3)C1)C2,1.5
CCOC(=O)N1CCN(Cc2ccc3c(c2)CN(C(=O)[C@@H]2C[C@H]2c2ccccc2)CCO3)CC1,0.5
CC(=O)C1C(=O)C(=O)N(CCc2c[nH]c3ccccc23)C1c1ccc(O)cc1 (configuration not stated),-11.7
Cc1ccc(-n2nc3c(N4CCCC(C(=O)NCc5ccc(Cl)cc5)C4)nnc(C)c3c2C)cc1 (configuration not stated),-3.8
CN1CCC(=C2c3ccccc3CSc3ccccc32)CC1,8.6
Cc1ccc(C)c(C(C)NC(=O)C2CCN(Cc3ccccc3F)CC2)c1 (configuration not stated),-5.5
Cc1cc2c(cc1S(=O)(=O)N(CCN(C)C)Cc1ccco1)OCC(=O)N2,6.4
c1ccc2c(c1)CCNc1ccccc1C2,-8.6
CCOC(=O)c1ccccc1NC(=O)C(C)Oc1cc(Cl)c(Cl)cc1Cl (configuration not stated),-0.5
CCOc1ccc(CNC(C)C)cc1Cl,-0.6
Cc1cc2c(cc1C)-c1nnnn1C(C)(C)C2,8.6
CC(C)Oc1ccc(Cc2n[nH]c(=S)n2C)cc1,-6.1
COCCCNC(=O)CCCCn1c(=O)c2ccccc2n(CC(=O)Nc2ccc(C)cc2C)c1=O,2.3
COc1cc(C(=O)N2CCNC(=O)C2CC(=O)Nc2ccc(C)c(C)c2)cc(OC)c1OC (configuration not stated),0.4
CCc1noc(C)c1C(=O)N1CCN(Cc2ccc(F)cc2)CC1,-0.4
Cc1cccc(NC(=O)CSC2=Nc3ccccc3C3=NC(CCC(=O)NCc4ccco4)C(=O)N23)c1 (configuration not stated),7.4
CC1(C)OC(C)(C)c2nc(N)ncc21,0.4
CCN1CC(CNC(=O)c2cc(NC(=O)COC)c3c(c2)ncn3CCc2ccccc2)CC1=O (configuration not stated),-7.9
CC1=NC(=O)C(NC(=O)c2cccs2)(C(F)(F)F)C1C#N (configuration not stated),-1.9
COc1ccc(OC)c(N2C(=O)CC(Cc3ccc(C)cc3)C2=O)c1 (configuration not stated),-3.9
COc1cc(C(=O)n2nc(C)c(Sc3ccc(Br)cc3)c2C)cc(OC)c1OC,-3.8
Cc1cc(NS(=O)(=O)c2ccc(N3CCCC3=O)cc2)no1,-5.2
CCCCOc1ccc(C(=O)Nc2ccc3nc(SCc4ccc(F)c5ccccc45)sc3c2)cc1,-3.4
CN(Cc1ccccc1)Cn1c(=S)oc2ccccc21,1.3
CCc1ccc(S(=O)(=O)c2cn(C)c3cc(F)c(F)cc3c2=O)cc1,-3.9
CCCCCn1c(SCc2ccc(Cl)cc2)nc2c1c(=O)[nH]c(=O)n2C,7.2
O=C1/C(=C/c2ccccc2)NC(=NCc2ccccc2)N1c1ccccc1,-3.1
COC(=O)c1cccc(COc2ccccc2Br)c1,-4.3
Cc1cc2c(cc1S(=O)(=O)CCC(=O)N1CCN(c3ccccc3)CC1)OCC(=O)N2,17.9
CCOc1ccc(-c2cc(C(=O)O)c3cc(C)cc(C)c3n2)cc1,6.0
CCN1CCN(Cc2nc(N)nc(N3CCCCC3)n2)CC1,7.8
CCc1ccc(NC(=O)c2cc(CN3CCOCC3)on2)cc1,0.9
O=C(Cc1ccccc1)NC(Nc1ccc2ccccc2c1)C(Cl)(Cl)Cl (configuration not stated),2.5
COc1ccc(C(=O)C2CCCN(C(=O)CCCc3ccccc3)C2)cc1OC (configuration not stated),5.3
C#CCOc1ccc(/C=C2\SC(=S)N(c3ccccc3C(=O)O)C2=O)cc1OC,-7.9
NS(=O)(=O)c1ccc(N2N=C(C(F)(F)F)/C(=C/c3ccc(-c4ccc(Cl)c(Cl)c4)o3)C2=O)cc1,-9.9
CC(NC(=O)c1ccnc(C(C)(C)C)c1)c1ccccc1 (configuration not stated),2.2
O=C(Nc1cc(Cl)ccc1O)c1cnn2c(-c3ccccc3)cc(-c3ccccc3)nc12,5.6
CCOc1ccc(NC(=O)NC(C)c2c(-n3cccc3)sc(C)c2C)cc1 (configuration not stated),3.3
COC(C(=O)Nc1ccnn1C1CCN(C(=O)c2cncs2)CC1)c1ccccc1 (configuration not stated),10.8
Cc1ccccc1N=c1scc(-c2ccccc2)n1CCCN1CCOCC1,-7.4
CCN1CC(CN(C)Cc2nc(-c3ccc(Cl)cc3)no2)CC1=O (configuration not stated),-5.9
CCc1cccc(CC)c1NC(=O)Cn1nnc2sc3c(c2c1=O)CCCC3,-4.5
COc1ccccc1CNC(=O)CC(c1ccc(F)cc1)N1Cc2ccccc2C1=O (configuration not stated),-10.2

Next section.
Structure,ROC1-CUL1 inh
COc1ccc(NC(=O)Cc2cccc3ccccc23)c(OC)c1,-3.5
CCOC(=O)c1cnc2c(ccc3ccccc32)c1Nc1cccc(Cl)c1,1.8
CCc1ccc(-c2nc3ccc(Br)cc3c(C(=O)O)c2C)s1,10.0&9.8
CCCNS(=O)(=O)c1ccc(NS(=O)(=O)c2cc(C)ccc2C)cc1,-2.8
Cc1cccc(N2C(=O)C(CC(=O)Nc3ccc(F)cc3)N(C3CCCC3)C2=O)c1 (configuration not stated),-1.9
CCCCN(CC)CCCNC(=O)c1cn(C)c2ccc(S(=O)(=O)N(C)C3CCCCC3)cc2c1=O,1.3
Cc1cc(OC(C)C(=O)N2CCC(c3nc4ccccc4o3)CC2)ccc1Cl (configuration not stated),-0.3
Cc1ccc(Cn2c(CC(C)C)nc3ccccc32)cc1,5.7
COc1ccc(Cl)cc1C(=O)NC1CC(C)(C)NC(C)(C)C1,-6.0
Cc1cc(C(=O)C(=O)O)c(C)s1,8.0
O=C(Nc1ccccc1)c1ccc(Br)c(S(=O)(=O)N2CCCCC2)c1,9.4
O=C(O)/C=C/C(=O)Nc1ccc(Br)cc1C(=O)O,8.0
O=c1[nH]c(=S)n(Cc2ccccc2)c(O)c1C=C1C=Nc2ccccc21,-2.6
CSCC(=O)N1CCCC(CO)(CCc2ccccc2)C1 (configuration not stated),9.2
CCCCNC(=O)CCCn1c(=O)c2ccccc2n(Cc2ccccc2C)c1=O,12.2
CCC(C(=O)OC)N1C(=O)/C(=C\c2ccc(OC)cc2)SC1=S (configuration not stated),6.7
C=CCc1c(NC(C)=O)cccc1OC,-4.2
COc1ccc(OC)c(NC(=O)C2CCCN(S(=O)(=O)c3c(C)nn(C)c3C)C2)c1 (configuration not stated),8.0
COc1ccc(NC2=NC(=S)N(c3cccc(C)c3)C23CCCCC3)cc1,7.6
CCc1ccc(OCC(=O)Nc2ccc(S(=O)(=O)N3CCN(C)CC3)cc2)c(Br)c1,3.6
CC1=NC(=O)NC(c2ccccc2)C1C(=O)OCC(Cl)(Cl)Cl (configuration not stated),0.0
CS(C)(=O)=Nn1nc(-c2ccccc2)c(-c2ccccc2)c1-c1ccccc1,-7.1
CCOc1ccc(S(=O)(=O)N2CCOCC2)cc1,-6.9
Cc1cccc(N2CCn3c2nc2c3c(=O)n(CCc3ccccc3)c(=O)n2C)c1,3.6
COC(=O)c1cccnc1-n1c(=O)c2cccnc2n(CC(=O)Nc2cccc(C(F)(F)F)c2)c1=O,-8.2
CCOc1ccccc1OCCOCCN1CCCC1,2.7
COc1ccc(C(=O)Nc2ccc3nc4c(c(Nc5ccccc5OC)c3c2)CCCC4)c(OC)c1,1.5
COc1ccccc1CN1CC(C(=O)NCCOC(C)C)CCC1=O (configuration not stated),-4.0
CSc1nsc(SCC(=O)Nc2ccc(Br)cc2F)n1,-10.6
O=C(Nc1ccc2nc(SCC(=O)N3CCCC3)sc2c1)c1cccc(F)c1,-12.3
CCCCN(CCCC)S(=O)(=O)c1ccc(NC(=O)c2c(-c3ccccc3)noc2C)cc1,-3.8
O=S(=O)(Oc1cccc2ccccc12)c1ccc(Cl)cc1,-0.4
COc1cccc(N2CCN(C3CC(=O)N(c4cc(Cl)ccc4C)C3=O)CC2)c1 (configuration not stated),2.6
CCOc1ccc(NC(=O)c2nnn(-c3ccc(F)c(Cl)c3)c2C)cc1,2.4
CCCCCCCSc1nc2sc3c(c2c(=O)n1-c1ccc(OC)cc1)CCCC3,-11.7
Cn1cnnc1SCC(=O)Nc1cc(C(=O)O)cc(C(=O)O)c1,2.3
CC(C)c1ccc(C(=O)Nc2ccc(-c3nc4ccccc4s3)c(Cl)c2)cc1,-6.9
CC(C)c1n[nH]c2c1CN(Cc1cccc(OCc3ccccn3)c1)CC2,9.8
Cc1ccc2oc(C(=O)Nc3ccc4c(c3)OCCO4)c(C)c2c1,-0.8
COc1ccc2c(c1)c1c(c(=O)n(-c3ccc(F)c(Cl)c3)c(=O)n1Cc1cccc(C)c1)n2C,-1.1
O=C1c2ccccc2C(=O)C12OC(c1ccc(I)cc1)C1(C(=O)c3ccccc3C1=O)C2c1cccc([N+](=O)[O-])c1 (configuration not stated),6.8
COCC(=O)N(C)C(Cc1ccc(F)cc1)C1CCN(C(=O)CCc2ccccc2OC)CC1 (configuration not stated),-7.1
CCOc1ccc(-c2cc(C(=O)N/N=C\c3cc(C(C)(C)C)c(O)c(C(C)(C)C)c3)[nH]n2)cc1,11.2
CNC(=O)Nc1cccc(C(O)CNC(C)(C)C)c1 (configuration not stated),1.3
Cn1c(=O)[nH]c(=O)c2c1nc1oc(C(C)(C)C)cn12,-5.9
Cc1ccc2nc(COc3cccc(NC(=O)c4cccc(Cl)c4)c3)cc(=O)n2c1,-2.9
CCOC(=O)c1cc(CC(C)C)sc1N=Cc1c(O)ccc2oc3c(c12)CCCC3,-3.9
COC(=O)c1ccc(NC(=O)NCCSc2nnnn2C)cc1,-7.4
CCN(C(=O)Cc1nc(-c2ccc(OC)cc2)no1)c1cccc(Cl)c1,10.0
COc1ccc(OC)c(CNC(=O)c2c(C)oc3ncn(C)c(=O)c23)c1,0.3

Other compounds:
Structure,ROC1-CUL1 inh
CC12CCC(C(=O)N(CC(O)Cn3c4ccc(Br)cc4c4cc(Br)ccc43)C1=O)C2(C)C (configuration not stated),-6.2
Cc1oc(-c2ccccc2Cl)nc1CS(=O)(=O)CC(=O)NC(C)CCc1ccccc1 (configuration not stated),-4.5
CCOC(=O)c1cnc(N2CCN(C)CC2)nc1C,3.6
Cc1ccc(CNC(=O)c2cnn(-c3ccc(F)cc3F)c2C2CCN(C(=O)OC(C)(C)C)CC2)cc1,0.8
O=C(C1CC1)N1CCc2cc(S(=O)(=O)N3CCOCC3)ccc21,-2.1
CC1CCCN(S(=O)(=O)c2ccc(Cl)cc2Cl)C1 (configuration not stated),10.8
O=C(NCc1ccco1)c1ccc(-c2ccc(Cl)cc2Cl)o1,7.6
COc1ccc(C(=O)C2CCCN(C(=O)CSc3ncccn3)C2)cc1F (configuration not stated),-7.3
COc1ccccc1C(=O)Nc1c(C)cc(C)cc1C,2.0
Cn1c(=O)c2c(O)cc(=O)[nH]c2n(C)c1=O,-1.9
COc1ccc(NC(=O)Cn2c3ncccc3c(=O)n2-c2ccc(C)c(C)c2)c(OC)c1,-1.5
Cc1ccc(NC(=O)Cn2cc(S(=O)(=O)N3CCC(C)CC3)c3ccccc3c2=O)c(Br)c1,-3.3
COc1cc(CNCCCN2CCOCC2)cc(Br)c1OCC(=O)N1CCCCC1,0.5
O=C(Nc1ccccc1Oc1cccnc1)C1CCCN(C(=O)c2cnsn2)C1 (configuration not stated),-15.0
Cc1cc(Sc2nccn2C)ncc1[N+](=O)[O-],-2.7
Cc1ccccc1NC(=O)c1c(NC(=O)C(C)(C)C)sc2c1CCCCC2,-13.2
O=C1C=CC(Br)=CC(C(=O)/C=C/c2ccc(C(F)(F)F)cc2)C1=O (configuration not stated),-0.2
CC(=O)Nc1ccc(-c2csc(NNC(=O)c3ccc(Br)cc3)n2)cc1,-2.4
CCOC(=O)c1c(-c2ccc(Cl)cc2)csc1NC(=O)Cc1ccc(OC)c(OC)c1,1.5
Cc1ccc(NC(=O)c2c(NC(=O)c3ccc(Br)cc3)sc3c2CCCC3)cc1,4.4

Fetched by compound from above (5):
Structure,ROC1-CUL1 inh
Cc1cc2c(cc1S(=O)(=O)N(CCN(C)C)Cc1ccco1)OCC(=O)N2,6.4
O=C1/C(=C/c2ccccc2)NC(=NCc2ccccc2)N1c1ccccc1,-3.1
CN1CCC(=C2c3ccccc3CSc3ccccc32)CC1,8.6
CCc1ccc(S(=O)(=O)c2cn(C)c3cc(F)c(F)cc3c2=O)cc1,-3.9
CCOc1ccc(-c2cc(C(=O)O)c3cc(C)cc(C)c3n2)cc1,6.0

Next section.
Structure,ROC1-CUL1 inh
CC(C)Oc1ccc(C(=O)NCC(c2ccc(N(C)C)cc2)N2CCCC2)cc1 (configuration not stated),0.9
CC(=O)Nc1ccccc1CCC(=O)O,-3.4
O=S(=O)(NCCCN1CCN(CCCNS(=O)(=O)c2ccc(F)cc2)CC1)c1ccc(F)cc1,-4.7
COc1cc(OC)c(NC(=O)C(C)Oc2ccccc2)cc1Cl (configuration not stated),0.0

Compound activity: PubChem, Icahn School of Medicine at Mount Sinai
